HCV core dimer = inhibitors of HCV core protein dimerization, primary screen, biochemical, TR-FRET, high-throughput. inhibition, % at 5 µM. TR-FRET GST/Flag-core106 dimerization, 1536-well. 300,000 compounds, 0.33% hits. AID 1899, 2009;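 active means inhibition above the mean of all tested compounds plus 3 SD, set per screening campaign, cut at about 45% in these data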
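Assay system – GST-tagged and Flag-tagged HCV core protein residues 1-106 · Quantity – core106 proteins, GST 13.5 nM and Flag 17 nM · Benchmarks – unlabelled core106 and no-GST-core106 wells · Read-out basis – percent inhibition of core106 dimerization signal · Detection – time-resolved FRET, ex 340 nm, em 617 and 671 nm · Schedule – 4 h at 22.5 °C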
CTSL1 counter = Fasciola hepatica cathepsin L1 inhibitors, primary screen, counter-screen for PFM18AAP inhibitor project, biochemical, QFRET, fluorogenic peptide substrate; recombinant F. hepatica cathepsin L1, Z-Leu-Arg-MCA fluorescence; inhibition, % at 5.96 µM; 300,000 compounds, 0.49% hits; AID 1906, 2009;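 active means inhibition above the mean of all tested compounds plus 3 SD, set per screening campaign, cut at about 17% in these data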;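 further: 0% = plate median of test compound wells and 100% = 1 µM Z-Phe-Ala-diazomethylketone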
Efflux pump inh = inhibitors of Candida efflux pumps in yeast, primary screen, S. cerevisiae, Nile Red, multiplex. AID 485275, 2010. S. cerevisiae Candida pump triplex. 330,000 compounds, 0.44% hits. inhibition, % at 10 µM;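 active means plate passing quality check with inhibition over a set limit, or well fluorescence over plate mean plus 4 SD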;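 further: Nile Red retained in pooled yeast measured as flow cytometry median fluorescence; 0% = buffer negative control and 100% = Enniatin B positive control; higher means more Nile Red kept so more efflux inhibition; some compounds called inactive have numbers as strong as hits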
TPT1 inhibitor = Candida albicans TPT1 enzyme inhibitors, primary screen, biochemical, fluorescence polarization; inhibition, % at 5 µM; AID 1962, 2009; 300,000 compounds, 0.81% hits; recombinant caTPT1, FP RNA substrate dephosphorylation; tRNA 2'-phosphotransferase TPT1 (Candida albicans SC5314);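 active means inhibition above the mean of all tested compounds plus 3 SD, set per screening campaign, cut at about 24% in these data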;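 further: plate controls were DMSO alone for no effect and ferristatin control at 100 nM for full effect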
PP5 inh = PP5 phosphatase inhibitors, primary screen, biochemical, fluorescence. inhibition, % at 6.7 µM. 320,000 compounds, 0.18% hits. purified PP5c, OMFP substrate fluorescence;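 active means inhibition above the campaign's mean inhibition across all tested compounds plus 3 SD, cut at about 9.5% in these data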;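 further: 0% = DMSO only and 100% = 100 µM cantharidin control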
JMJD2C inh = inhibitors of GASC-1 histone demethylase, primary screen, biochemical, fluorescence, DELFIA europium; Lysine-specific demethylase 4C (Homo sapiens), Q9H3R0; GST-JMJD2C(1-420) H3K9me3 demethylation; inhibition, % at 2.35 µM; 330,000 compounds, 0.069% hits; AID 2099, 2009;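 active means more than half of a compound's replicate wells show inhibition beyond 50%, single wells judged on their own value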;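 further: signal counts dimethyl H3K9 product captured on neutravidin plate; 0% = median of DMSO wells and 100% = 0.3 times that DMSO median; strong numbers were not always called active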
Target sequence (Q9H3R0 1-420 limits assumed): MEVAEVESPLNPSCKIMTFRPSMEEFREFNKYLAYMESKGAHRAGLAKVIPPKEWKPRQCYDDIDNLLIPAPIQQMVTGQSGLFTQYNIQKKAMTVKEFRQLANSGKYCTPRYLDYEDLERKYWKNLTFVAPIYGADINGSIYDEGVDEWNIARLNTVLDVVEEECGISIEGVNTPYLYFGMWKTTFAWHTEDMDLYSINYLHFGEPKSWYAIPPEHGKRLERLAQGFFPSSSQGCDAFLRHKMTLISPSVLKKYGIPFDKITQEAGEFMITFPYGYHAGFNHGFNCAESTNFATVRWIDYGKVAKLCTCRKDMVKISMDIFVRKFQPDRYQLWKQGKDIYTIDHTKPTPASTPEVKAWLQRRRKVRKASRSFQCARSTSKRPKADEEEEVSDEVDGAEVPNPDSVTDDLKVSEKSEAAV
PP1 counter = PP1-alpha phosphatase inhibitors, primary screen, counter-screen for PP5 inhibitor project, biochemical, fluorescence, OMFP substrate, single point | 320,000 compounds, 0.9% hits | inhibition, % at 6.7 µM | Serine/threonine-protein phosphatase PP1-alpha catalytic subunit (Homo sapiens), P62136 | purified PP1alpha;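 active means inhibition above the mean inhibition of all tested compounds plus 3 SD, computed separately for each screening campaign, cut at about 15% in these data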
procasp7 counter = procaspase-7 activators, primary screen, counter-screen for procaspase-3 activator project, biochemical, absorbance, HTS, human | recombinant procaspase-7, Ac-DEVD-pNA absorbance 405 nm; D23A/D198A/D206A triple mutant, cannot self-cleave; scale: DMSO 0, 5 µM enzyme 100 | Caspase-7 (Homo sapiens), P55210 | activation, % at 8.5 µM | 330,000 compounds, 0.093% hits;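 active means percent activation above the screen-wide mean plus 3 SD, cut at about 25% in these data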
Target sequence (P55210 whole entry D23A/D198A/D206A): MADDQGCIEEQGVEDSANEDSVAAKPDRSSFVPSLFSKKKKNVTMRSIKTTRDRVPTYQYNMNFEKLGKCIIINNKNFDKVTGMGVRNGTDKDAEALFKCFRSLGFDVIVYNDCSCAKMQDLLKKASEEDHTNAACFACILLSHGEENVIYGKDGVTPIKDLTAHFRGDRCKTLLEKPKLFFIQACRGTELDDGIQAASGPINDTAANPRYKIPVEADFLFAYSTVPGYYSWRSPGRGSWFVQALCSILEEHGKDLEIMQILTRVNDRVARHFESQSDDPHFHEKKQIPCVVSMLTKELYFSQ
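Assay system – Uncleavable procaspase-7 mutant enzyme · Quantity – 2 µM procaspase-7 mutant as dispensed · Times – 1 h preincubation, 2 h reaction · Dosing – single nominal 8.5 µM compound dose, 0.8% DMSO final · Buffer or medium – Zinc-free 50 mM HEPES buffer, pH 7.4, with NaCl and Triton X-100 · Detection – Epi-absorbance of released pNA at 405 nm, two timepoints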
procasp3 activ = activators of human procaspase-3 D3A mutant, primary screen, biochemical, absorbance, PC-3 D3A mutant, single concentration. recombinant procaspase-3 D3A, Ac-DEVD-pNA absorbance 405 nm. activation, % at 8.5 µM. 330,000 compounds, 0.11% hits. AID 463141, 2010;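 active means activation above the mean of all tested compounds plus 3 SD, cut at about 21% in these data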;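 further: 0% = DMSO alone and 100% = DMSO wells spiked with extra 5 µM PC-3 D3A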
Target sequence (P42574 whole entry D9A/D28A/D175A): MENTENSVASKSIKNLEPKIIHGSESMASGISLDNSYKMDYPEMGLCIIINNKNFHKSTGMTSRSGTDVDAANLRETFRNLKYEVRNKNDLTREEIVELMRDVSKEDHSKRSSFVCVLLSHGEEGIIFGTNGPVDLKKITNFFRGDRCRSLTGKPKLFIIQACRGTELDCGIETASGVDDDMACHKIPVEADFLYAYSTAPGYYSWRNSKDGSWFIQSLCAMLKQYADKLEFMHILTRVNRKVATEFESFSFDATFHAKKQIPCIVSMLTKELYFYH
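assay system = Procaspase-3 D3A mutant | signal = absorbance at 405 nm, 0 and 120 min | times = 1 h preincubation plus 2 h reaction at 25 °C | repeats = single replicate | read-out = % activation between DMSO and enzyme-spiked controls | medium = Zinc-free HEPES saline buffer with Triton X-100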
Numbers without * were called inactive; i = inactive; · = not tested or not shown.

SMILES	HCV core dimer	CTSL1 counter	Efflux pump inh	TPT1 inhibitor	PP5 inh	JMJD2C inh	PP1 counter	procasp7 counter	procasp3 activ
Cc1cccc(NC(=O)c2cccc3c2C(=O)c2ccccc2-3)c1	6.7	4.8	0.0	1.5	-0.3	-8.6	-3.1	15.4	3.0
CCOC(=O)c1c(NC(=O)CSc2nnc(-c3ccccc3)n2CC)sc(C(C)=O)c1C	13.9	2.1	-0.1	1.7	2.2	0.8	6.7	-10.8	7.5
Nc1ccc(C(=O)N/N=C/c2ccc(N3CCOCC3)s2)cc1	·	·	-0.1	·	·	-5.7	·	-12.8	-0.8
CC(C)(C)c1ccc(NC(=O)N2CCN(c3ccc([N+](=O)[O-])cn3)CC2)cc1	4.8	0.9	0.1	0.1	3.2	4.2	-2.6	-14.4	-3.1
COCCNC(=O)c1cc2sc3ccccc3c2s1	-1.5	2.1	-0.2	1.3	4.2	-2.6	0.3	0.7	-5.5
CCN(CC)S(=O)(=O)c1cccc(NC(=O)/C=C/c2cccc([N+](=O)[O-])c2)c1	0.7	-1.2	-0.1	3.1	3.4	-1.2	0.9	4.0	-4.0
Cc1c(Cl)cccc1NC(=O)[C@@]1(CC(=O)O)CC(/C=C/c2ccccc2)=NO1	11.7	1.3	0.2	-3.9	2.4	-2.4	-4.3	-5.2	2.8
CCOC(=O)C1CCCN(CC(=O)Nc2nccs2)C1 (configuration not stated)	-2.8	-0.4	-0.1	-3.3	-1.1	-24.3	-2.1	1.3	-7.6
CCOC(=O)c1cnc(SC)nc1Nc1cccc(F)c1	-0.8	-1.9	0.1	-0.6	4.8	i	-1.7	1.5	7.7
COc1cccc(NC(=O)CN2C(=O)CSc3ccc(S(=O)(=O)N4CCOCC4)cc32)c1	-1.4	0.7	-0.1	-0.2	1.4	-0.9	-1.1	8.6	1.9
Cc1cc(NC(=O)CSc2nnc(CNC(=O)c3ccccc3)o2)no1	-3.7	-0.6	-0.4	-3.2	-1.1	2.9	-0.6	-5.4	-6.3
CCC(CC)c1nnc(NC(=O)Cc2ccccc2[N+](=O)[O-])s1	2.5	-3.8	-0.2	-10.7	1.5	-13.2	-3.2	-8.4	-6.1
COC(=O)C1CCN(Cc2cc(=O)oc3cc(C)c(Cl)cc23)CC1	12.2	-3.2	0.0	-2.5	-0.2	4.7	0.7	-2.7	7.2
CC(=O)COc1ccc2c(-c3cccc([N+](=O)[O-])c3)cc(=O)oc2c1	18.1	0.9	0.0	-1.2	-0.1	11.4	1.1	4.5	-1.5
Cc1ccccc1NC(=S)N(CCCN1CCOCC1)Cc1ccccn1	-15.3	-3.2	-0.1	-1.4	0.6	-10.6	-0.9	5.1	12.6
CC(C)CSc1nc(N2CCOCC2)c2c(c1C#N)CC(C)(C)SC2	-5.0	-4.6	0.1	0.7	2.0	0.8	0.6	9.6	-3.2
COc1ccc(C)cc1N(C(=O)COc1cccc(F)c1)c1nc2ccccc2s1	8.8	5.3	-0.1	-1.4	1.9	-9.7	-0.2	1.6	8.6
Cc1cc(C)cc(NC(=O)CSc2ncc(S(=O)(=O)c3ccccc3)c(=O)[nH]2)c1	17.3	-4.0	-0.4	-0.4	-2.3	0.9	-1.1	8.1	3.9
Cc1cccc(C)c1NC(=O)CSc1n[nH]c(=O)n1C1CC1	·	·	-0.3	·	·	-5.2	·	9.8	2.5
CCCCc1nc(C(N)=O)c2[nH]c(=O)n(-c3ccccc3F)c2n1	-0.4	-2.5	0.0	-2.9	0.6	-2.4	-2.6	-7.4	-2.8
COc1cccc(NC(=O)CN(C)C(=O)c2ccc(-c3ccccc3Cl)o2)c1	1.0	1.5	-0.5	-2.6	0.4	-12.1	0.4	-8.3	-2.1
CN(C)C=NC(=O)c1cc(C(=O)c2ccc(F)cc2)c[nH]1	-5.6	-0.3	0.2	-1.4	-2.1	3.8	-3.2	-1.5	7.2
Cc1ccc(/C=C(\CCC(=O)O)c2nc3ccccc3s2)cc1[N+](=O)[O-]	2.1	4.1	0.0	0.2	-0.6	-0.6	-0.5	-12.7	-0.1
CC(=O)N1CCN(c2ccccc2NC(=O)c2cc3ccccc3o2)CC1	-8.3	-5.9	0.2	-0.3	1.9	6.5	-1.8	1.9	-6.9
Cc1ccc(NC(=O)CSc2n[nH]c(-c3ccncc3)n2)cc1	0.1	-3.9	0.0	-0.1	0.4	1.3	15.1	5.4	5.4
COc1ccc(-c2oc(NC(=O)CSc3nncn3C)c(C#N)c2-c2ccc(OC)cc2)cc1	17.5	30.3*	0.0	-2.5	3.0	5.9	4.0	-7.5	-1.9
Cc1ccccc1NC(=O)/C=C1\SC(=O)NC1=O	-3.4	0.2	0.0	0.7	1.5	0.0	-2.0	-9.1	-1.1
CCOCCCNc1ncnc2c1[nH]c1ccccc12	5.8	-0.8	-0.1	-1.3	2.2	4.4	-2.2	3.4	8.5
CCOCCn1c(CN2CCc3ccccc3C2)nc2c1c(=O)n(C)c(=O)n2C	0.9	-0.6	0.1	-0.6	-0.9	9.4	-3.5	5.9	2.7
O=C(COC(=O)c1ccco1)c1ccc(F)cc1	-9.5	-7.6	0.0	-0.1	-1.4	7.7	1.2	1.8	2.0
CCCC(=O)Nc1ccc2c(c1)nc(CN1CCN(C(=O)OCC)CC1)n2C	-12.9	0.3	-0.9	-2.9	4.7	16.2	3.9	-1.1	-6.2
Cc1cc(C)n2nc(CNS(=O)(=O)c3ccc(CC(C)C)cc3)nc2n1	-0.5	4.0	0.2	0.5	2.0	5.6	-2.7	4.5	-3.8
Cc1cc(NC(=O)CSc2nc3c(C)ccc(C)c3cc2C#N)no1	-81.6	-0.2	0.4	2.2	1.9	14.7	3.3	9.8	-3.1
CC(NC(=O)COc1ccccc1)C1COc2ccccc2O1 (configuration not stated)	3.8	-0.1	0.2	-1.4	0.4	3.9	-3.6	2.6	6.4
CCOc1ccc(C(=O)NC2CC3CCCC(C2)N3Cc2ccccc2)cc1 (configuration not stated)	3.3	-3.0	-0.2	-0.5	0.1	-4.5	-5.7	-3.5	2.6
Cc1ccccc1NS(=O)(=O)c1ccc2c3c(cccc13)C(=O)N2C	0.5	8.3	0.2	2.2	4.1	4.8	0.8	-9.2	-2.2
COC(CNC(=O)c1ccc2nc(-c3cccs3)c(-c3cccs3)nc2c1)OC	-5.2	-2.6	0.2	-1.0	1.6	-0.5	-1.9	7.5	-8.4
COc1ccc(/C=N/N2CCOCC2)cc1O	-13.4	-4.6	-0.1	-1.8	1.6	-6.4	0.4	3.0	3.2
CCCCCC(=O)Nc1cccc(C2=NOC3(C2)C[C@H](C(N)=O)N(C(=O)[C@H]2CCC(=O)N2)C3)c1 (some centres not stated)	1.9	-1.5	0.0	-0.2	4.6	7.4	-2.2	2.9	0.9
CN(C)S(=O)(=O)c1ccc(Cl)c(NC(=O)COC(=O)[C@@H]2CCCN2C(=O)c2cccs2)c1	-25.2	-7.8	-0.2	0.2	0.8	13.8	-0.5	-3.7	4.4
COc1ccc(OC)c(S(=O)(=O)N2CCN(C)CC2c2ccccc2)c1 (configuration not stated)	·	·	0.1	·	·	-10.2	·	-2.0	1.6
N#C/C(=C\c1cccnc1)c1ccc([N+](=O)[O-])cc1	0.7	0.3	0.2	4.2	5.7	-6.3	-0.1	4.6	2.7
Cn1c(SCC(=O)NC2CC2)nnc1C(F)(F)F	0.1	-2.9	-0.1	-1.6	1.1	-2.8	-1.5	4.9	0.7
O=C(NOCc1ccccc1)c1ccc(Cl)cc1	·	·	0.0	·	-1.8	-9.9	-2.9	2.3	6.8
COc1ccc(Cn2c(CO)cnc2SCC(=O)Nc2cc(C)on2)cc1	6.5	-2.7	-0.3	-0.5	0.1	-46.0	0.1	-3.5	0.4
Cc1cc(C)nc(NC(=O)c2c(C(=O)O)noc2C)n1	0.9	-1.6	-0.1	-0.9	1.4	-9.4	-3.8	-9.2	-0.3
Cc1ccc(CNC(=O)CN2C(=O)COc3ccc(S(=O)(=O)N4CCCCC4)cc32)o1	-3.9	-0.4	0.2	-1.8	2.0	-2.1	3.1	3.6	2.4
O=C(O)Cn1c2ccccc2c2ccccc21	-2.2	0.7	-0.2	-2.4	0.7	-0.1	-1.2	1.9	3.0
COc1ccc(CCNC(=O)CN2C(=O)NC(C)(c3ccc([N+](=O)[O-])cc3)C2=O)cc1 (configuration not stated)	-4.0	-5.9	-0.1	4.3	-1.0	-3.5	-1.8	1.5	-7.6
CS(=O)(=O)Nc1ccc(-c2n[nH]c(=S)n2-c2ccccc2)cc1	1.0	-2.7	0.1	-0.3	1.5	8.3	-1.9	-3.4	-4.6
Further structures follow:
SMILES	HCV core dimer	CTSL1 counter	Efflux pump inh	TPT1 inhibitor	PP5 inh	JMJD2C inh	PP1 counter	procasp7 counter	procasp3 activ
O=C1C2(c3ccccc3)CN(CCCO)CC1(c1ccccc1)CN(CCCO)C2	-0.6	-0.2	0.0	-1.4	1.3	-3.3	-0.5	7.3	6.3
N#CC(c1ccc(O)cc1)N1CCCCC1 (configuration not stated)	1.6	1.2	0.0	1.1	7.9	1.4	-3.9	5.3	-2.6
Cc1cc(C)c2[nH]c(=O)c(CN(Cc3ccccc3)C(=S)NCCCN(C)C)cc2c1	-2.6	4.2	0.2	0.5	1.6	7.6	1.4	0.6	-4.7
CC(=O)c1ccc(NC(=O)C(C)OC(=O)c2ccc(Br)o2)cc1 (configuration not stated)	·	·	-0.1	·	2.6	-1.5	-1.4	-1.7	-6.6
C=CC(=O)NN(C)c1ncc(C(F)(F)F)cc1Cl	1.7	-3.4	0.0	-4.2	-3.2	2.1	-5.5	4.9	5.2
O=C(NCc1nnnn1-c1ccc(Cl)cc1)c1ccc(Br)o1	2.2	6.4	0.3	0.3	0.3	34.5	2.0	-0.4	3.3
